Calpain2 inh: inhibitors of pig calpain II, primary screen, biochemical, fluorogenic peptide substrate, 1536-well; AID 1236, 2008; inhibition, % at 16 µM; purified calpain II, 30 min; 220,000 compounds, 0.37% hits;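 active = inhibition above about 50%, limit read from the data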
eIF4E 4G PPI: eIF4E–eIF4G protein interaction inhibitors, primary screen, biochemical, uHTS, TR-FRET, eIF4GI fragment; Eukaryotic translation initiation factor 4E (Mus musculus) + Eukaryotic translation …; TR-FRET eIF4E-eIF4GI(517-606) binding, 2 h; 220,000 compounds, 0.37% hits; inhibition, % at 21.7 µM;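 active = inhibition above about 30%, limit read from the data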;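 note: 0% = full FRET control wells and 100% = background wells lacking eIF4GI fragment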
Rad51 HR inh: human RAD51 strand exchange inhibitors, primary screen, biochemical, fluorescence; hRad51 DNA strand exchange, fluorescence dequenching; DNA repair protein RAD51 homolog 1 (Homo sapiens), Q06609; inhibition, % at 10 µM; AID 1385, 2008; 200,000 compounds, 0.085% hits;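 active = inhibition above 40% at the single screening dose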;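 note: 0% = DMSO control wells and 100% = blanks with heterologous ssDNA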
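System: hRad51 filaments on single-stranded DNA; reagent: Fluorescein- and BHQ1-tagged 47-mer duplex; compound dosing: one concentration, 10 µM final; timing: filaments 15 min 37 °C, then compound 30 min; measured by: fluorescein emission 520 nm, excitation 485 nm; benchmarks: per-plate controls and blanks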
EBV gp42 inh: Epstein-Barr virus gp42 inhibitors, primary screen, biochemical, uHTS, fluorescence polarization; Fluorescence polarization binding assay, mP read-out; 220,000 compounds, 0.42% hits; inhibition, % (tested at 21.74 µM); AID 1085, 2008; in the data active = inhibition above about 50%
TNF death inh: inhibitors of TNF-alpha triggered necroptosis, primary screen, cell-based, Jurkat FADD-/-, single concentration. activation (protection from cell death), % at 10 µM. 220,000 compounds, 0.068% hits. Jurkat FADD-/- TNF necroptosis rescue, ATP luminescence, 24 h; 0 = TNF only, 100 = no-TNF cells. AID 463075, 2010;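 active = activation, meaning protection from cell death, of at least 50% relative to plate controls; inactive = activation below 50%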;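 note: necroptosis triggered by 40 ng/mL TNF-alpha added together with compound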
L929 necroptosis: inhibitors of zVAD-triggered necroptosis, primary screen, L929 cells | L929 zVAD necroptosis rescue, ATP luminescence, 24 h; with zVAD 60 µM | viability rescue, % at 10 µM | 220,000 compounds, 0.38% hits;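 active = activation, scaled between plate controls, above about 75%, limit read from the data; inactive = activation under that limit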;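 note: 0% = zVAD with DMSO and 100% = DMSO alone without zVAD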
KCC2 mod: KCC2 cotransporter modulators, thallium flux, primary screen, cell-based, HEK293 KCC2, FluoZin-2 fluorescence, MLSMR | Solute carrier family 12 member 5 (Homo sapiens), Q9H2X9 | KCC2 cells, thallium flux FluoZin-2 fluorescence | B-score of Tl+ flux slope (higher = more flux/activation; lower = inhibition) at 10 µM | 190,000 compounds, 2.2% hits | AID 1456, 2008;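 active = thallium flux slope and its plate-corrected score both differing from the plate sample mean at a set confidence after two filtering rounds, in either direction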;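 note: slope of fluorescence scaled to starting intensity during 10 to 20 s after thallium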
Target sequence (Q9H2X9 whole entry, looked up): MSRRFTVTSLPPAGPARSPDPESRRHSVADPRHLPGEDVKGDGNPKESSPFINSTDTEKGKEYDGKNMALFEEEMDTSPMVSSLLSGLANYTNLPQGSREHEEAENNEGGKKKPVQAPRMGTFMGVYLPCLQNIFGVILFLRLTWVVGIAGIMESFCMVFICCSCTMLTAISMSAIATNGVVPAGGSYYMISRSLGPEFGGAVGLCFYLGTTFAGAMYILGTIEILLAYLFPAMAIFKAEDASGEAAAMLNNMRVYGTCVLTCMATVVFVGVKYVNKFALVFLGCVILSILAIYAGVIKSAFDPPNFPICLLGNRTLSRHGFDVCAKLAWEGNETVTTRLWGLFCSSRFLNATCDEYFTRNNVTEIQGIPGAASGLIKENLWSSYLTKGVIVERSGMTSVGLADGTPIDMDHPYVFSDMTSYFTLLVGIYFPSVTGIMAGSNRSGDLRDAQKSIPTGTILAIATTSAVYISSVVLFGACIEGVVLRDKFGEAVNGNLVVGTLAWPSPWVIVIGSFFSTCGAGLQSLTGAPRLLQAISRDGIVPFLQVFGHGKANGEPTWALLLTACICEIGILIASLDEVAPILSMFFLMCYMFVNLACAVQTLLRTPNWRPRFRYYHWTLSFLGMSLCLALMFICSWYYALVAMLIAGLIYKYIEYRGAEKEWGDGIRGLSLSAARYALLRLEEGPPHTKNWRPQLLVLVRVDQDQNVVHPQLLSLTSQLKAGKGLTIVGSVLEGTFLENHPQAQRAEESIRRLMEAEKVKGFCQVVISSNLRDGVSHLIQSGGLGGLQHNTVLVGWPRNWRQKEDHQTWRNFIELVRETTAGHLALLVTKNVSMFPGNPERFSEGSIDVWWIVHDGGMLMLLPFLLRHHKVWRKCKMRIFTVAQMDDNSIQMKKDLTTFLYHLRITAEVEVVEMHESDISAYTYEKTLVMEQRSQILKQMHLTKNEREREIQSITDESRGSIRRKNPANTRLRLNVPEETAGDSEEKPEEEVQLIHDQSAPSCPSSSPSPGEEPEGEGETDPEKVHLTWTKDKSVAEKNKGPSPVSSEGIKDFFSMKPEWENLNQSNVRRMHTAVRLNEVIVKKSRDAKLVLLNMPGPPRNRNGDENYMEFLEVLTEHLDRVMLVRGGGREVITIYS
MDM2 E3 inh: MDM2-luciferase reporter signal enhancers, primary screen, MDM2 E3 ligase inhibitor project, cell-based, luminescence, 1536-well. cell-based MDM2 ubiquitination luciferase reporter, 2 h; 0 = plate control, 100 = twice control, blank-subtracted. 210,000 compounds, 0.11% hits. signal enhancement, % at 5 µM;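 active = signal enhancement of 30% or more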;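 note: luminescence tracks abundance of the self-degrading MDM2-luciferase fusion protein; higher signal means inhibition of MDM2 E3 ligase activity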
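Test system: stable mammalian line carrying autodegrading MDM2–luciferase fusion reporter; quantity: 2000 cells in each well; times: 4 h cell settling then 2 h compound exposure, 37 °C; detection: luminescence with SteadyLite reagent, 15 min at room temperature; evaluation: percent signal gain over controls, blank-subtracted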
PERK inhibitor: block of dimerizer-induced PERK translation repression, primary screen, PERK inhibitor project, CHO PERK-DD cells, SEAP luminescence, HTS; Eukaryotic translation initiation factor 2-alpha kinase 3 (Homo sapiens), Q9NZJ5; CHO PERK-DD fusion, SEAP luminescence translation reporter; inhibition, % at 5.6 µM; 220,000 compounds, 0.17% hits; AID 1416, 2008;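 active = inhibition above the mean inhibition of all tested compounds plus 3 SD, set separately per screening campaign, cut at about 2.9% in these data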;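 note: PERK kinase domain activated by AP20187 dimerizer at 100 nM; 0% = DMSO with dimerizer and 100% = rapamycin at 8.4 µM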
* hit, by the source's call; . = no result given; [ ] = another dose, or the depositor's remark.

Each structure is followed by: Calpain2 inh | eIF4E 4G PPI | Rad51 HR inh | EBV gp42 inh | TNF death inh | L929 necroptosis | KCC2 mod | MDM2 E3 inh | PERK inhibitor
> O=C(CCn1c(=O)[nH]c2ccsc2c1=O)Nc1ccc(F)c(F)c1
  -13 | 1 | -8 | -4 | -0.3 | 0.5 | 0.039 | -8 | 0.6
> CCC(Sc1ccc2nnc(-c3cccnc3)n2n1)C(=O)OC (centres undefined)
  -147 | -4 | 4 | -12 | -0.4 | 0.8 | 0.42 | -7 | -0.5
> O=C1C2C(C(=O)N1/N=C/c1ccc(N3CCCCC3)o1)C1C=CC2C12CC2 (centres undefined)
  1 | -2 | 9 | -8 | 1.8 | 2.8 | -0.97 | -1 | 0.7
> Cc1ccc(S(=O)(=O)N/N=C/c2cc(Br)ccc2O)cc1
  17 | 0 | 11 | -8 | 8.1 | -0.1 | -2.3 | -9 | 0.9
> Cc1[nH][nH]c(=O)c1C(c1ccccc1[N+](=O)[O-])C(C#N)C#N (centres undefined)
  -21 | 3 | 0 | 2 | -1.2 | 1.4 | -1.8 | -14 | -0.6
> COc1cc(NC(=S)N2CCN(c3ccccn3)CC2)c(OC)cc1Cl
  7 | 14 | 4 | 16 | 2.1 | 0.7 | -1.6 | 1 | 0.3
> Cc1ccc(C(=O)Nc2cccnc2)cc1S(=O)(=O)N1CCCCC1
  28 | 0 | -6 | -6 | 1.2 | 23 | -0.14 | -10 | -0.1
> CC(C)c1ccc(N(CC(=O)N/N=C/c2ccc(OC3CSC3)cc2)S(=O)(=O)c2ccccc2)cc1
  23 | -3 | -6 | 20 | 0.0 | 0.5 | 0.19 | -9 | -0.2
> Cc1ccc(C)c(NC(=O)c2ccccc2NS(=O)(=O)c2cc([N+](=O)[O-])ccc2C)c1
  29 | -1[fluorescence artefact?] | 8 | 2 | -1.2 | 1.2 | -1.6 | -24 | 0.3
> CCC(c1nnnn1C(C)(C)C)N1CCN(C2CCCC2)CC1 (centres undefined)
  -58 | 1[fluorescence artefact?] | 3 | -8 | 0.2 | -0.1 | 0.061 | -17 | 0.1
> O=C(CSc1n[nH]c(-c2cccnc2)n1)Nc1ccnc2ccccc12
  -15 | -7 | -4 | -13 | 2.1 | 2.2 | -0.98 | -12 | 1.0
> COc1ccc(C(Nc2ccccn2)c2c(NC(=O)c3ccco3)sc(C)c2C)cc1OC (centres undefined)
  -36 | 0 | 10 | -5 | 1.7 | 0.6 | -1.1 | -10 | -0.4
> CCCCN(CC)Cc1ccc(CNC(=O)Nc2ccc(Cl)cc2)o1
  -6 | 2 | . | -9 | 4.6 | 2.6 | -0.0041 | . | 0.1
> O=C(O)CCC(=O)NC1CCCCC1NC(=O)CCC(=O)O (centres undefined)
  . | . | . | . | -0.2 | 0.3 | 0.016 | . | 0.7
> CCOc1ccccc1N1CCN(Cc2ccc(OC)c(OC)c2)CC1
  21 | 4 | -3 | -8 | 4.5 | 0.4 | -0.019 | -24 | 0.1
> O=C(O)Cc1ccc(NC(=S)Nc2ccc(Br)cc2Cl)cc1
  -27 | -6 | 3 | 11 | 0.5 | -0.3 | 2.9 | -4 | 1.6
> Cc1ccsc1C(=O)OC1CCOC1=O (centres undefined)
  -52 | -6[fluorescence artefact?] | . | -6 | 0.8 | -2.0 | -0.074 | -2 | -0.1
> CN(Cc1ccccc1)S(=O)(=O)c1ccc(Cl)c(C(=O)NCc2ccc3c(c2)OCO3)c1
  -4 | 17 | 3 | -4 | 1.6 | 0.1 | -1.2 | -1 | -0.8
> CC(/C=N/NC(=O)CSc1nc2ccccc2n1C)=C\c1ccco1
  -16 | 6 | -7 | -1 | -4.3 | . | 0.005 | 7 | -0.9
> O=C(NCc1nc2ncc(Br)cc2[nH]1)c1ccccc1
  2 | -5 | 2 | 7 | 2.2 | 4.6 | -0.48 | -26 | -0.6
> CCCOC(=O)C1C2C=C[C@]3(CN(CCc4ccccc4)C(=O)[C@H]13)O2 (some centres undefined)
  -86 | 7[fluorescence artefact?] | -8 | -2 | -2.0 | -0.7 | . | -11 | -0.1
> Cc1cnc(C(=O)N2CCCC(C(=O)c3ccc(Cl)cc3C)C2)cn1 (centres undefined)
  25 | -3 | 3 | -3 | -0.8 | 0.8 | 0.26 | -4 | -0.4
> O=C(c1ccco1)N1CCN(S(=O)(=O)Cc2ccccc2Cl)CC1
  3 | 2 | . | -4 | 0.1 | -0.3 | -0.082 | . | 0.6
> Cc1ccc(OCC(=O)N/N=C/c2ccncc2)cc1C
  0 | 0 | 16 | -16 | -0.2 | 0.4 | -0.23 | -17 | 1.4
> Cc1nc(-c2nc(C(=O)NNS(C)(=O)=O)cs2)cs1
  26 | 2 | -9 | -5 | 1.8 | -0.3 | -0.17 | -1 | 0.7
> CS(=O)(=O)N(CCc1ccccc1)CC(=O)Nc1ccc2c(c1)OCO2
  -85 | 5 | 4 | 16 | -0.7 | 0.8 | -0.32 | -5 | 0.4
> Nc1[nH]ncc1-c1ccc(Cl)cc1
  21 | 0 | -2 | -8 | -4.4 | -0.4 | -1.7 | -16 | 0.6
> c1ccc2c(-c3nnc4n3CCCCC4)cc(-c3ccncc3)nc2c1
  22 | 5[fluorescence artefact?] | -10 | 15 | 0.5 | -0.1 | 1.8 | -15 | -0.8
> CCOC(=O)CSc1ccccn1
  16 | 0 | 2 | -5 | 0.4 | 0.8 | 0.016 | -11 | 0.0
> CN(C)c1ccc(NC(=O)c2sc(SCC(=O)Nc3nccs3)nc2N)cc1
  -22 | 8[fluorescence artefact?] | 3 | -16 | -8.1 | 45 | 14* | -2 | -0.2

Grouped by structure, those above containing an aryl methoxy group
Each structure is followed by: Calpain2 inh | eIF4E 4G PPI | Rad51 HR inh | EBV gp42 inh | TNF death inh | L929 necroptosis | KCC2 mod | MDM2 E3 inh | PERK inhibitor
> COc1cc(NC(=S)N2CCN(c3ccccn3)CC2)c(OC)cc1Cl
  7 | 14 | 4 | 16 | 2.1 | 0.7 | -1.6 | 1 | 0.3
> COc1ccc(C(Nc2ccccn2)c2c(NC(=O)c3ccco3)sc(C)c2C)cc1OC (centres undefined)
  -36 | 0 | 10 | -5 | 1.7 | 0.6 | -1.1 | -10 | -0.4
> CCOc1ccccc1N1CCN(Cc2ccc(OC)c(OC)c2)CC1
  21 | 4 | -3 | -8 | 4.5 | 0.4 | -0.019 | -24 | 0.1

The list continues.
Each structure is followed by: Calpain2 inh | eIF4E 4G PPI | Rad51 HR inh | EBV gp42 inh | TNF death inh | L929 necroptosis | KCC2 mod | MDM2 E3 inh | PERK inhibitor
> COc1ccc2oc(=O)c(/C(C)=N/Nc3ccccc3)cc2c1
  -58 | -3 | -3 | -5 | -0.9 | 0.5 | -3.2 | 1 | 0.7
> Cc1ccc(NS(=O)(=O)c2cc(C(=O)O)ccc2Cl)c(C)c1
  5 | 2 | -3 | -7 | -1.3 | 0.4 | 1.2 | -19 | 1.3
> Cc1cc(C)n2nc(SCCCC(=O)c3ccccc3)nc2n1
  20 | 1 | -3 | -12 | 0.8 | 1.4 | -1.3 | -8 | 0.2
> CCOC(=O)c1c(C)n(C)c2ccc(OC)c([N+](=O)[O-])c12
  -31 | -4 | 0 | -17 | 0.8 | 0.1 | 0.0042 | 2 | -0.7
> COc1cc(C(C)=O)ccc1OCC(O)CNCC1(N2CCCCC2)CCCCC1 (centres undefined)
  2 | 9 | -4 | -19 | -2.3 | -0.6 | 0.3 | -24 | -0.7
> COc1ccc(C(=O)N2CCN(Cc3ccc4c(c3)OCO4)CC2)cc1[N+](=O)[O-]
  -2 | 1 | -2 | -30 | -1.7 | -2.0 | 0.21 | -12 | 0.4
> COc1ccc(OC)c(N2Cc3cc(C)c(C)cc3C2)c1
  11 | -2 | 3 | -15 | -2.4 | -0.2 | -0.73 | -3 | -0.8
> COc1ccc2c(c1)C(c1cccs1)=NNC(c1ccncc1)=N2
  3 | 3 | . | 6 | 0.2 | 1.7 | 0.086 | -14 | -0.3
> COC(=O)C(C)N1C(=O)S/C(=C/c2cc(C)n(C(C)C)c2C)C1=O (centres undefined)
  20 | -1[fluorescence artefact?] | -3 | -271 | 0.1 | -1.1 | -0.38 | -7 | 0.0
> O=C(CCN1c2ccccc2Sc2ccccc21)OCC(=O)N1CCN(C(=O)c2ccco2)CC1
  -17 | 1 | -1 | 14 | -1.7 | 0.2 | -0.94 | -17 | -1.6

Entries above that have two or more sulfur atoms (three):
Each structure is followed by: Calpain2 inh | eIF4E 4G PPI | Rad51 HR inh | EBV gp42 inh | TNF death inh | L929 necroptosis | KCC2 mod | MDM2 E3 inh | PERK inhibitor
> CC(C)c1ccc(N(CC(=O)N/N=C/c2ccc(OC3CSC3)cc2)S(=O)(=O)c2ccccc2)cc1
  23 | -3 | -6 | 20 | 0.0 | 0.5 | 0.19 | -9 | -0.2
> Cc1nc(-c2nc(C(=O)NNS(C)(=O)=O)cs2)cs1
  26 | 2 | -9 | -5 | 1.8 | -0.3 | -0.17 | -1 | 0.7
> CN(C)c1ccc(NC(=O)c2sc(SCC(=O)Nc3nccs3)nc2N)cc1
  -22 | 8[fluorescence artefact?] | 3 | -16 | -8.1 | 45 | 14* | -2 | -0.2

Later entries:
Each structure is followed by: Calpain2 inh | eIF4E 4G PPI | Rad51 HR inh | EBV gp42 inh | TNF death inh | L929 necroptosis | KCC2 mod | MDM2 E3 inh | PERK inhibitor
> CS(=O)(=O)CCC(C(=O)OCc1ccc(Br)cc1)N1C(=O)c2ccccc2C1=O (centres undefined)
  -4 | -3 | -5 | -3 | -0.4 | 0.2 | -0.48 | -18 | 0.2
> C[C@@H](C(=O)O)[C@H]1C[C@]1(C)[C@H](NC(=O)OCc1ccccc1)c1ccccc1
  7 | 8 | 1 | -11 | 1.3 | 1.7 | 0.15 | . | 0.5
> CCCCN(C)Cc1c(C)[nH]c2c(Cl)cccc2c1=O
  24 | 0 | -4 | 4 | 1.6 | -0.7 | 1.2 | -18 | 0.3
> CC1c2ccsc2CCN1C(=O)NC(=O)c1ccc(Cl)cc1 (centres undefined)
  0 | 5 | 3 | -7 | 1.1 | 0.6 | 0.86 | -7 | 1.4
> c1ccc(C2=NNC(=NCc3ccc4c(c3)OCO4)SC2)cc1
  0 | 0[fluorescence artefact?] | 1 | 5 | 4.6 | 8.1 | 0.4 | -11 | 0.1
> Cc1ccc(C2C(C#N)=C(N)Oc3cc4c(cc32)OCO4)cc1 (centres undefined)
  14 | 0 | 1 | 3 | -8.4 | -0.7 | 1.3 | 10 | 0.6
> CCOP(=O)(/C(C#N)=C(\C)O)c1ccccc1 (centres undefined)
  32 | -1 | 3 | -15 | 1.1 | -0.1 | 0.59 | -6 | 0.7
> COc1ccccc1CN(CC(=O)NCc1ccco1)C(=O)CNS(=O)(=O)c1ccccc1
  11 | -1 | 3 | -10 | 0.8 | -0.7 | -0.047 | 0 | -0.1

Assay outcomes from PubChem.
